High-throughput results as filed in PubChem BioAssay.
RGS4 inhibitor – human RGS4 inhibition | P49798 | Transcreener GDP fluorescence polarization, RGS4-accelerated GTP hydrolysis | Potency, µM (series often up to 114 µM), without a hit: at the highest dose activity change, negative = inhibition, hits mostly inhibitors | hit rate 0.039% among 390,000 | AID 504845; also: potency is read from the fitted curve at half-maximal effect; % is scaled to controls: 0 for no effect and ±100 for the full control effect; nearly all actives have a fitted effect of over 75% in size; some results filed as inactive show a strong effect at the top dose
Target sequence (P49798 whole entry, looked up): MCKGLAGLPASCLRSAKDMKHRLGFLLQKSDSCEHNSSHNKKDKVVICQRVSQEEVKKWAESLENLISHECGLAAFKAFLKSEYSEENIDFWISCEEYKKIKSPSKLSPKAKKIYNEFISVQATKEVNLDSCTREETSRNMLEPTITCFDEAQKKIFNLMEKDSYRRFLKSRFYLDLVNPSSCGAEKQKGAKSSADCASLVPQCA
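MLSMR compounds (23 nl, pin-transferred) preincubated 10 min at room temperature with a 500nM (2x) first reagent, then RGS4 at 900nM (2x) plus Transcreener GDP mix added; fluorescence polarization (620/688 nm) read before and after 90 min at 30 °C.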
GRP78 ERSR act – inducers of ER stress response in human glioma cells; Potency, µM, for inactives: at the highest dose activation, actives largely listed as activators; U87-MG GRP78 promoter luciferase reporter, 16 h; AID 602332; hit rate 0.02% among 420,000; also: potency is read from the fitted curve at half-maximal effect; series mostly up to about 76 µM; % of control where 0% means no effect; nearly all actives have a fitted effect of over 35% in size
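Stably transfected U87-MG glioma cells carrying a GRP78-based luciferase sensor; 16 h compound incubation. Luminescence end-point read 10 min after Bright-Glo addition at room temperature.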
LDHA block – LDHA (human) enzyme inhibition; P00338; purified LDHA, NADH/diaphorase-resazurin fluorescence; hits give low values; activity change, % (values are at about 110 or 230 µM); hit rate 0.15% among 480,000; in the data active = activity change below about -30%; inconclusive = mostly about -25% to -30%;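 also: plate controls were DMSO wells for no effect and wells without enzyme for full effect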
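LDH5 2 nM; NADH 0.06 mM, pyruvate 0.2 mM; 200 mM Tris pH 7.4, EDTA, Tween-20; 5 min RT. Detection: diaphorase 0.133 mg/mL + resazurin 37 µM, fluorescence ex540/em590 at 0 and 20 min; normalized to enzyme-free and DMSO wells.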
rTrxR1 inhibitor – rat TrxR1 inhibition | AID 588453 | recombinant rTrxR1, NADPH fluorescence consumption, selenite substrate | hit rate 1% among 390,000 | O89049 | Potency, µM (titrated, usually from 114 µM), without a hit: at the top dose activity change, negative = inhibition, actives largely listed as inhibitors; also: potency is read from the fitted curve at half-maximal effect; % is scaled to controls: 0 for no effect and ±100 for the full control effect; nearly all actives have a fitted effect of over 65% in size
Target sequence (O89049 whole entry, looked up): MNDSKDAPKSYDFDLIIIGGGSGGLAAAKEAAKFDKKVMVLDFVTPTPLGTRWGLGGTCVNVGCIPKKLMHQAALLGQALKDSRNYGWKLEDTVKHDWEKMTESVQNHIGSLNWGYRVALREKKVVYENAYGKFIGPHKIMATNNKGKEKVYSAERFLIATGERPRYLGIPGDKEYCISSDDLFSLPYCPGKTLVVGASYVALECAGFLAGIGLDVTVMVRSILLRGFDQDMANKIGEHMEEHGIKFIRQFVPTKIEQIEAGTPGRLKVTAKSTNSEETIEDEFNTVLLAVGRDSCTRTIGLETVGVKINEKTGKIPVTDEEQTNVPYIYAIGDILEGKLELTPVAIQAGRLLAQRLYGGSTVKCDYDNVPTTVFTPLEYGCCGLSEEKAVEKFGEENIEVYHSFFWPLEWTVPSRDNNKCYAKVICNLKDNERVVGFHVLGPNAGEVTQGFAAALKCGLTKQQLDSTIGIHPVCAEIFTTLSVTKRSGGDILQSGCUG
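Rat TrxR1 (90 nM in the dispensed reagent) was pre-reduced with 400 uM NADPH for 5 min at room temperature, then incubated with compound for 15 min. After 400 uM selenite was added, NADPH fluorescence (Ex 340/Em 450 nm) was followed for 8 min.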
IDH1 R132H inh – inhibitors of human mutant IDH1 R132H; IDH1-R132H enzyme, NADPH consumption, diaphorase/resazurin fluorescence; Potency, µM (highest dose often 76.6 µM), inactives show at the highest dose activity change, negative = inhibition, hits mostly inhibitors; hit rate 0.093% among 390,000; AID 602179; also: potency is read from the fitted curve at half-maximal effect; % is scaled to controls: 0 for no effect and ±100 for the full control effect; nearly all actives have a fitted effect of over 65% in size
Target sequence (O75874 whole entry R132H, stated change not applied): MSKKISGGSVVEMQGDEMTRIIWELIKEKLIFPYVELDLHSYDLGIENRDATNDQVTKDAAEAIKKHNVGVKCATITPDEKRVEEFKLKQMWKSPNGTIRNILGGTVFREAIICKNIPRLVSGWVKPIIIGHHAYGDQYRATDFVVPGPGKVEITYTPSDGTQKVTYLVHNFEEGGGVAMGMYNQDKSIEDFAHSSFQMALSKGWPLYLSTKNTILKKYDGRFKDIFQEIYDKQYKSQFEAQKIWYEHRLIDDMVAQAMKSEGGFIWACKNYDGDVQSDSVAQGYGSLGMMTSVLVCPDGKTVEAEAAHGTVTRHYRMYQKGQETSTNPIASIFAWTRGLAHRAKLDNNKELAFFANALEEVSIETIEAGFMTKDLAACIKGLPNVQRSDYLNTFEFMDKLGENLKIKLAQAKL
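IDH1-R132H (0.5 ug/mL) preincubated 30 min with compound, then NADPH (0.016 mM) and alpha-KG (2 mM) added; 80 min at RT, pH 7.5. Remaining NADPH coupled via diaphorase/resazurin to fluorescence (540/590 nm); concentration-response curves normalized to no-enzyme control.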
Vif-APOBEC3G blk – Vif-A3G binding inhibition. HeLa A3G-eYFP + Vif (tagged APOBEC3G with the HIV-1 protein that degrades it), YFP fluorescence, overnight. Potency, µM (titrated, usually from 46.1 µM), for inactives: at the top dose activity, negative = active, most hits filed as inhibitors. hit rate 0.076% among 410,000;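 also: potency is read from the fitted curve at half-maximal effect; % is scaled to controls: 0 for no effect and ±100 for the full control effect; nearly all actives have a fitted effect of over 60% in size; hits raise eYFP signal because A3G escapes Vif-driven loss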
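HeLa cells stably expressing Vif and C-terminally eYFP-tagged A3G, seeded overnight at 37 deg C, then exposed to compound by pintool overnight at 37 deg C. Rise in yellow fluorescence (Ex 488/Em 500-530, Acumen) marks blocked Vif-driven A3G degradation.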
TrxR1 substrate – substrates of rat thioredoxin reductase 1. purified TrxR1 substrate turnover, NADPH consumption readout. AID 588456. Potency, µM (series often up to 114 µM), without a hit: top-dose activity change, negative = substrate turnover. O89049. hit rate 0.01% among 390,000; also: potency is read from the fitted curve at half-maximal effect; % is scaled to controls: 0 for no effect and ±100 for the full control effect; nearly all actives have a fitted effect of over 50% in size
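Rat TrxR1, dispensed at 90 nM, was prereduced with 400 uM NADPH (final) for 5 min at ~22 deg C, then incubated with compound 15 min before 400 uM selenite. A first-read NADPH fluorescence drop versus no-compound background flagged substrates.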
Vif-A3F inh – blocks the Vif interaction with APOBEC3F | HeLa A3F-eYFP + Vif (tagged APOBEC3F with the HIV-1 protein that degrades it), YFP fluorescence increase | Potency, µM (series often up to 46.1 µM), for the others: at the highest dose activity, negative = active | hit rate 0.2% among 390,000 | AID 602313; also: potency is read from the fitted curve at half-maximal effect; % of control where 0% means no effect; nearly all actives have a fitted effect of over 65% in size
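Fluorescence increase (Ex 488/Em 500-530) after overnight compound treatment at 37 deg C flags inhibition of Vif-driven A3F-eYFP loss in stable HeLa A3F-eYFP/Vif cells seeded overnight beforehand.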
USP1-UAF1 inh – inhibitors of human USP1/UAF1 deubiquitinase; recombinant USP1/UAF1, Ub-Rhodamine cleavage fluorescence; Potency, µM (series often up to 57.1 µM), for the others: top-dose activity change, negative = inhibition, actives largely listed as inhibitors; hit rate 0.23% among 390,000; also: potency is read from the fitted curve at half-maximal effect; % is scaled to controls: 0 for no effect and ±100 for the full control effect; nearly all actives have a fitted effect of over 60% in size; inactives centre near -12
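In this screen, compounds sit with the deubiquitinase complex (1nM) for 15 min at room temperature before Ub-Rho is added at 150nM final. Fluorescence rise is then followed for 6 reads every 60 seconds.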
* = called active by the depositor; ? = inconclusive; & = joins results of further samples; [ ] = another dose, or the depositor's remark. Unless noted, calls follow the shape of the dose curve; as a rule, active = well fitted curve in the direction sought with a large enough effect; inconclusive = small, poorly fitted or top-dose-only effect, or another doubt; inactive = no such curve, though single readings can be large; an effect the other way counts as inactive or inconclusive.

Screens by letter – A = RGS4 inhibitor; B = GRP78 ERSR act; C = LDHA block; D = rTrxR1 inhibitor; E = IDH1 R132H inh; F = Vif-APOBEC3G blk; G = TrxR1 substrate; H = Vif-A3F inh; I = USP1-UAF1 inh
CCNCc1cc(Cl)c(OCc2ccccc2)c(OCC)c1
  A: 1% | B: -3% | C: -15 | D: 10% | E: 1% | F: 4% | G: 1% | H: -6% | I: -5%

CC(=O)Nc1nc(C)c(C(C)=O)s1
  A: -2% | B: -3% | C: -2 | D: -4%[57.1 µM] | E: 4% | F: 0% | G: 4%[57.1 µM] | H: -3% | I: -15%

CCn1cc(C(=O)NCc2ccccn2)c(=O)c2cc(F)c(N3CCN(C)CC3)cc21
  A: -26% | B: -7% | C: -2 | D: 2% | E: 11% | F: 1% | G: 27% | H: 0% | I: -15%

O=C(CC1=NCCNC(c2ccccc2)C1)c1ccccc1O (stereo not given)
  A: -3% | B: 5% | C: 1 | D: -4% | E: 2% | F: -1% | G: -8% | H: -4% | I: -24%

CSCC[C@H](NC(=O)OC(C)(C)C)C(=O)N/N=C/c1cccc2cccnc12
  A: -7% | B: -3% | C: 1 | D: -7% | E: 0% | F: -1% | G: -8% | H: -3% | I: -19%

Cc1c(C)n(Cc2ccccc2)c2ncnc(NCCCN(C)C)c12
  A: 30% | B: -3% | C: 0 | D: 42%[activator] | E: 11% | F: 1% | G: 5% | H: -21% | I: -16%

COc1ccc(C2(C)NC(=O)N(CC(=O)Nc3cccnc3Cl)C2=O)cc1 (stereo not given)
  A: -36% | B: 7% | C: -1 | D: 9%[57.1 µM] | E: -2% | F: -5% | G: 7% | H: 0% | I: -8%

CCOC(=O)C1(C(=O)OCC)CCN(S(=O)(=O)c2ccccc2)CC1
  A: -3% | B: -3% | C: 0 | D: -6%[57.1 µM] | E: -1% | F: 3% | G: -6% | H: -5% | I: -11%

CN1C(=O)CSc2ccc(C(=O)O)cc21
  A: 10% | B: -7% | C: -1 | D: 15%[57.1 µM] | E: -10% | F: 2% | G: 9%[57.1 µM] | H: -5% | I: -3%

COc1ccc(C)cc1CN1C(=O)c2ccccc2C1=O
  A: -1% | B: 3% | C: -18 | D: -24% | E: 0% | F: 5% | G: -20% | H: 12% | I: -24%

Cc1cc(C)n(-c2nc3ccccc3nc2N2CCCC2)n1
  A: 11% | B: -4% | C: -3 | D: 12% | E: 15% | F: 1% | G: 1% | H: 0% | I: -9%

CCCn1nc(C(=O)OCC(=O)Nc2ccc(C)cc2)c2ccccc2c1=O
  A: -2% | B: 0% | C: -5 | D: 5% | E: -5% | F: 0% | G: -5% | H: -20% | I: -2%

CCCCCc1c(O)nc(SCCN(C)C)[nH]c1=O
  A: 7%[11.4 µM] | B: -3% | C: -4 | D: 9% | E: -11% | F: 2% | G: 2% | H: 3% | I: -20%

Cc1ccc(SCC(=O)c2sc(-c3ccccc3)nc2C)cc1
  A: -5% | B: -4% | C: -4 | D: 19%[57.1 µM] | E: 7% | F: -5% | G: 6%[57.1 µM] | H: 2% | I: -15%

COc1ccc(Cl)cc1-c1nc(-c2ccc(NC(=O)c3ccncc3)cc2)no1
  A: -54% | B: -5% | C: -4 | D: 7% | E: 7% | F: 3% | G: 1% | H: 5% | I: -19%

O=C(NCC(NS(=O)(=O)OCC(Cl)(Cl)Cl)c1ccccc1)C(F)(F)F (stereo not given)
  A: 18% | B: -3% | C: -1 | D: 1% | E: -12% | F: 1% | G: -5% | H: -4% | I: -23%

CC(C)OCCCNC(=O)Cn1ccc2cc(S(=O)(=O)N3CCCCCC3)ccc21
  A: -16%[56.9 µM] | B: 2%&-2% | C: 1&-10 | D: 44%[activator][57.1 µM] | E: 6%&-17% | F: 3%&-6% | G: 3%[57.1 µM] | H: -12%&3% | I: -8%&-12%

CCOC(=O)c1ccc(NC(=O)CNS(=O)(=O)c2ccccc2)cc1
  A: 1% | B: 5% | C: -1 | D: -3%[57.1 µM] | E: 1% | F: -4% | G: 2%[57.1 µM] | H: 0% | I: -1%

COc1ccccc1OCc1nc(C#N)c(NCc2ccco2)o1
  A: -33% | B: 1% | C: -4 | D: ? | E: 2% | F: 1% | G: -3% | H: 8% | I: -11%

COc1ccccc1N(Cc1ccccc1)S(=O)(=O)c1cccc(C(=O)N2CCCCC2)c1
  A: -11% | B: -5% | C: 4 | D: 3% | E: 2% | F: -1% | G: -1% | H: 4% | I: -24%

C=C(CCO)C1=CCN(S(=O)(=O)C(C)(C)C)[C@H]1CCO
  A: 0% | B: -2% | C: 3 | D: -11% | E: 9% | F: -1% | G: -3% | H: -4% | I: -23%

CCOC(=O)c1[nH]c(C)c(CCC(=O)NCc2ccc(CC)cc2)c1C
  A: 12% | B: -3% | C: -6 | D: 4%[57.1 µM] | E: 33% | F: -8% | G: -4%[57.1 µM] | H: 0% | I: -6%

COc1ccccc1CNC(=O)CSc1ccc(-c2ccncc2)nn1
  A: 18% | B: -6% | C: 1 | D: 13% | E: -1% | F: -4% | G: 4% | H: -9% | I: -5%

CCCCN(CC)CCNC(=O)C1CCN(c2nnc(C)c3c(C)n(-c4ccc(C)cc4)nc23)CC1
  A: -5% | B: -1% | C: -2 | D: 3% | E: 1% | F: -28% | G: 4% | H: ? | I: -2%

Cc1ccc(Cl)cc1NC(=O)/C(C#N)=C\c1cn(Cc2ccc(F)cc2)c2ccccc12
  A: 16% | B: 0% | C: -4 | D: 8% | E: -8% | F: 1% | G: -1% | H: -7% | I: -19%

Just Vif-A3F inh and IDH1 R132H inh, for two of the compounds above:
smiles | Vif-A3F inh | IDH1 R132H inh
CCCCN(CC)CCNC(=O)C1CCN(c2nnc(C)c3c(C)n(-c4ccc(C)cc4)nc23)CC1 | ? | 1%
Cc1c(C)n(Cc2ccccc2)c2ncnc(NCCCN(C)C)c12 | -21% | 11%

Further entries follow:
Screens by letter – A = RGS4 inhibitor; B = GRP78 ERSR act; C = LDHA block; D = rTrxR1 inhibitor; E = IDH1 R132H inh; F = Vif-APOBEC3G blk; G = TrxR1 substrate; H = Vif-A3F inh; I = USP1-UAF1 inh
Cc1ccc(NC(=O)c2c(C)noc2C)cc1
  A: -6% | B: -6% | C: -1 | D: 9% | E: 3% | F: 0% | G: 6%[57.1 µM] | H: -4% | I: -3%

COc1cc(OC)c(OC)cc1/C=N/n1c(C)nc2ccccc2c1=O
  A: 6% | B: 0% | C: -6 | D: 10% | E: -13% | F: 2% | G: -5% | H: 2% | I: -10%

CCCCC(=O)N1c2ccccc2C(C)(c2ccccc2)CC1(C)C (stereo not given)
  A: 10% | B: -2% | C: 5 | D: 17% | E: -2% | F: -1% | G: 4% | H: 0% | I: -21%

O=[n+]1c2c(n([O-])c3c1CCCC3)CCCCC2
  A: -50% | B: -5% | C: -10 | D: -6% | E: 2% | F: 0% | G: 9%[57.1 µM] | H: 0% | I: -20%

CCCCNC(=O)C1CCC(CNS(=O)(=O)c2c(C)cc(C)cc2C)CC1 (stereo not given)
  A: -12% | B: -3% | C: -9 | D: -1% | E: -13% | F: -1% | G: -5% | H: -2% | I: -2%

CCc1cccc(NC(=O)C2CCN(S(=O)(=O)c3ccc(Br)s3)CC2)c1
  A: -1% | B: -1% | C: -9 | D: 18% | E: -24% | F: 2% | G: 2% | H: 0% | I: -16%

O=C(/C=C/c1c(Cl)nc2ccccn12)N1CCN(c2ccccc2F)CC1
  A: -12% | B: -3% | C: -11 | D: -11% | E: -2% | F: 1% | G: -10% | H: -8% | I: -10%

CC(=O)c1sc(NC(=O)C2CC(=O)N(Cc3ccccc3)C2)nc1-c1ccccc1 (stereo not given)
  A: 13% | B: -2% | C: -9 | D: -2% | E: 4% | F: -10% | G: -11% | H: -13% | I: -4%

Cc1ccc(Cn2c(SCC(=O)NCc3ccco3)nc3ccsc3c2=O)cc1
  A: 14% | B: 5% | C: -9 | D: 12%[57.1 µM] | E: 1% | F: 0% | G: 7% | H: -1% | I: 5%

O=S(=O)(c1ccc(F)cc1)N1CC2CCCN2c2ccc(C(F)(F)F)cc21 (stereo not given)
  A: -17% | B: 0% | C: 5 | D: 1% | E: 5% | F: 5% | G: -7% | H: 1% | I: -23%

CN(C)c1ccc(N2C(=NC(=O)c3ccccc3)SC3CS(=O)(=O)CC32)cc1 (stereo not given)
  A: 20%[11.4 µM] | B: -3% | C: -10 | D: 12% | E: -2% | F: 1% | G: -6% | H: -1% | I: -4%

Cc1ccccc1-c1noc(-c2ccc(N3CCN(C)CC3)c([N+](=O)[O-])c2)n1
  A: -13% | B: -4% | C: -11 | D: 18% | E: -3% | F: 1% | G: -6% | H: -7% | I: -22%

Among those listed so far, two have a tert-butyl group:
Screens by letter – A = RGS4 inhibitor; B = GRP78 ERSR act; C = LDHA block; D = rTrxR1 inhibitor; E = IDH1 R132H inh; F = Vif-APOBEC3G blk; G = TrxR1 substrate; H = Vif-A3F inh; I = USP1-UAF1 inh
CSCC[C@H](NC(=O)OC(C)(C)C)C(=O)N/N=C/c1cccc2cccnc12
  A: -7% | B: -3% | C: 1 | D: -7% | E: 0% | F: -1% | G: -8% | H: -3% | I: -19%

C=C(CCO)C1=CCN(S(=O)(=O)C(C)(C)C)[C@H]1CCO
  A: 0% | B: -2% | C: 3 | D: -11% | E: 9% | F: -1% | G: -3% | H: -4% | I: -23%

These rows are one share of the data; rates above refer to the full screens.
